Bioassay records from PubChem.
PNC inhibitor = blocks assembly of the perinucleolar compartment; PC3M PTB-GFP, PNC prevalence imaging, 16 h; stronger effect = lower value; AID 2417; hit rate 3.1% among 140,000; activity change (PNC), negative = inhibition, % at 10 µM;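 active = readout at or below -70, meaning at least 70% loss of cells showing the perinucleolar compartment, a nuclear body marking cancer cells; inconclusive = readout between -30 and a set limit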;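 also: plate controls were DMSO wells for no effect and camptothecin positive control wells for full effect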
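Compounds are pinned in duplicate onto adhered PC3M cells stably expressing GFP-tagged PTB and incubated 16 h at 37 C. Cells are then fixed, nuclei stained with Hoechst, and PNC-positive cells counted.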
15-hLO-2 inh = blocks human 15-lipoxygenase 2 activity; O15296; purified 15hLO-2, xylenol orange hydroperoxide absorbance; Potency, µM (series often up to 57.1 µM), for the others: at the highest dose activity change, negative = inhibition, actives largely listed as inhibitors; hit rate 0.56% among 110,000; AID 881; also: potency is read from the fitted curve at half-maximal effect; nearly all actives have a fitted effect of over 60% in size; many of its hits are not listed in these tables
Target sequence (O15296 whole entry, looked up): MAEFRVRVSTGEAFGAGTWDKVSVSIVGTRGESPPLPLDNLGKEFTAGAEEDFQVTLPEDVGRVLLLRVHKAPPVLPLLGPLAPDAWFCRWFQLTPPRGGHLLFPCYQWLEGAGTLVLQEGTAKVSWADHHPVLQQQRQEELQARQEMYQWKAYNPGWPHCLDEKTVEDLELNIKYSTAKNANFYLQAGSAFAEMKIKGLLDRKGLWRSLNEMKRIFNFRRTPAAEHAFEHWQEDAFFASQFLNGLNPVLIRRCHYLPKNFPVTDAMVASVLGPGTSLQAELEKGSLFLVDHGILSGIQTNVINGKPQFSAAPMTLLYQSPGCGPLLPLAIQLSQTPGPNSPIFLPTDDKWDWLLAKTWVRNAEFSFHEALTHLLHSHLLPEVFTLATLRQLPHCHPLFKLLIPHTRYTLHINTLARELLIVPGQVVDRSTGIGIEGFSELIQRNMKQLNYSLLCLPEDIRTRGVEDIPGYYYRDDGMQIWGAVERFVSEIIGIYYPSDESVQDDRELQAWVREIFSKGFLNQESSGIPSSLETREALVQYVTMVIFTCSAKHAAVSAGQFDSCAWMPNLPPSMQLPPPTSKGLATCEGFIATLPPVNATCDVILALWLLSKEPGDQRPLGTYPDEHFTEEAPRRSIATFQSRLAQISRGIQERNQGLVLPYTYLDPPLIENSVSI
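Read-out: hydroperoxide product oxidises ferrous iron, measured as xylenol orange complex via the 573-to-405 nm absorbance ratio after 30 min. Reaction: 50 nM enzyme, 15 min compound preincubation, 45 uM arachidonic acid, 90 min RT, Hepes pH 7.5 with Triton X-100.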
IMPase cell inh = membrane-permeable compound that blocks inositol monophosphatase; P97697; inhibition (IP1 accumulation), % at 46.1 µM; CHO-M1 cells, IP1 accumulation, HTRF TR-FRET ratio; AID 901; 120,000 tested, under 10 active; active = well fitted curve in the direction sought with a large enough effect in the signal ratio, not every such curve was filed as active; inconclusive = small, poorly fitted or top-dose-only effect, or a change in a side signal; inactive = no such curve, though single readings can be large or run the other way; the % refers to the signal ratio;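 also: cells stimulated with carbachol in lithium chloride buffer; plate controls were DMSO basal wells for no effect and reference inhibitor wells for full effect; higher means more IMPase inhibition seen as more IP1 and lower FRET ratio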
Target sequence (P97697 whole entry, looked up): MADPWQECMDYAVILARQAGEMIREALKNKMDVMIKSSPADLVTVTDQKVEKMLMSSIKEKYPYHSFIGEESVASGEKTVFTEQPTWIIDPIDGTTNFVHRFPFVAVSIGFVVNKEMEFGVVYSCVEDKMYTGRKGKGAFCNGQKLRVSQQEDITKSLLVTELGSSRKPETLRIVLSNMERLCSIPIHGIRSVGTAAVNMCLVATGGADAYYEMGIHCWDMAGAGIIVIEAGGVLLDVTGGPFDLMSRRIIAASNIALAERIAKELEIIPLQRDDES
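Cellular IMPase inhibition is scored as a rise in cytosolic IP1, detected by competitive TR-FRET between d2-labelled IP1 and a europium anti-IP1 antibody. M1-expressing CHO cells were stimulated with carbachol for 30 min at 37C, with lithium (50 mM LiCl) present in the buffer.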
12-hLO inh = blocks human 12-lipoxygenase activity | hit rate 0.12% among 150,000 | Potency, µM (doses to about 57.1 µM), for the others: top-dose activity change, negative = inhibition, most hits filed as inhibitors | purified 12-hLO, xylenol orange hydroperoxide absorbance | P18054; also: potency is read from the fitted curve at half-maximal effect; nearly all actives have a fitted effect of over 55% in size; many of its hits are not listed in these tables
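150 nM 12hLO, 25 mM Hepes pH 7.0 + 0.01% Triton X-100; cpd preinc 15 min RT; 40 uM arachidonic acid, 30 min RT; Fe-XO 30 min; A573/A405 ratio as read-out.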
The depositor's hits bear a star; u = inconclusive; x = not tested or not shown; & = joins results of further samples; [ ] = another dose, or the depositor's remark. Unless noted, calls follow the shape of the dose curve; as a rule, active = well fitted curve in the direction sought with a large enough effect; inconclusive = small, poorly fitted or top-dose-only effect, or another doubt; inactive = no such curve, though single readings can be large; an effect the other way counts as inactive or inconclusive. Unless noted, % is scaled to controls: 0 for no effect and ±100 for the full control effect. These rows are one share of the data; the hit share may differ from the screen's.

Every second line gives: 12-hLO inh, 15-hLO-2 inh, IMPase cell inh, PNC inhibitor
> O=C(NC1CCCc2ccccc21)C1CCN(S(=O)(=O)c2cccc(C(F)(F)F)c2)CC1 (stereo not given)
    -1%, x, x, u
> c1ccc(-c2cc(-c3nn4c(-c5ccco5)nnc4s3)c3ccccc3n2)cc1
    1%, -2%[2.29 µM], 4, 6
> CSc1cccc(NC(=O)CN(c2ccccc2)S(=O)(=O)N(C)C)c1
    0%, -3%, -4&7, -30
> CCC(C)NC(=O)CC1Oc2ccc(C)cc2NC1=O (stereo not given)
    -4%, -1%, -6, u
> O=C(COc1ccc2oc(-c3ccccc3)cc(=O)c2c1)NCc1ccco1
    -5%, -4%, -1, 7
> CCOc1ccccc1CNS(=O)(=O)c1ccc2[nH]c(=O)sc2c1
    2%, -6%, 6, -107*
> Cc1ccccc1-n1c(SCc2csc(Nc3ccccc3)n2)nnc1-c1cccnc1
    -1%, x, u, u
> Cc1c(C(=O)Oc2cccc3ccccc23)cnn1-c1ccccc1
    -2%, 1%, u, 14
> CCc1ccc2oc(=O)cc(CN3CCN(c4ccc(F)cc4)CC3)c2c1
    -15%, 3%, u, 6
> CC(C)(C)OC(=O)N/N=C\C=C\c1ccc2c(c1)OCO2
    -4%, x, x, 13
> C=CCn1c(C(C)NC(=O)C(C)(C)C)nc2ccccc21 (stereo not given)
    0%, x, 5, -28
> Cn1c(=O)[nH]c(=O)c2c1nc(N1CCCCCC1)n2CCN1CCCCCC1
    3%, x, 2, 188
> CCOc1ccc(-n2c(Cc3ccccc3)nnc2SCc2c(C)noc2C)cc1
    -5%, -1%, 14, 1
> O=C(Nc1ccccc1F)N(CCCN1CCOCC1)Cc1cc2cc3c(cc2[nH]c1=O)OCCO3
    -3%, 18%, 3, 16
> Cc1c(NC(=O)OCCNC(=O)COc2c(Cl)cccc2Cl)sc(=S)n1C
    0%, -19%, 9, 77
> CSc1nc2ccccc2cc1/C=C(\C#N)c1ccc(Cl)cc1Cl
    1%, -3%, 5, -2
> CCOC(=O)N1CCC(NC(=O)Cn2ncc3ccccc32)CC1
    -8%, 2%, 4, 14
> COc1ccccc1NC(=O)/C=C/C(N)=O
    0%, -6%, -1, 17
> Cc1ccc2c(c1)nnn2C1CCN(C(=O)NC23CC4CC(CC(C4)C2)C3)CC1
    0%, 4%, 1, 27
> CCN(CC)CCCNC(=O)CCc1ccccc1
    -3%, 6%, 0, -11
> COC(=O)c1[nH]c2cccc(Cl)c2c1NC(=O)CN1CCCCC1C (stereo not given)
    -11%, 6%, 5, -6
> COC(=O)CSc1nnc(CNC(=O)Cc2ccccc2)n1C
    1%, 6%, 0, -17
> COc1ccccc1NC(=O)CSc1nnc(C)n1CCc1ccccc1
    3%, 9%, -1, 24
> Cc1ccc(S(=O)(=O)N2CCCCC2)cc1C(=O)Nc1ccc2cn[nH]c2c1
    -8%, 6%, -2, 0
> CCOC(=O)c1nnn(-c2nonc2N)c1COc1c(C=O)cccc1OC
    -4%, 7%, 4, -24
> Fc1ccc(-c2cc3nc4c(c(N5CCOCC5)n3n2)CCCC4)cc1
    -18%, 15%, 10, 18
> O=C(C1CC1)N1CCN=C1SCc1ccccc1
    -1%, -3%, 6, -23
> Cn1c(=O)n(C)c2cc(/C=N/NC(=O)c3cccc(Br)c3)ccc21
    -3%, -7%, -2, 4
> COC(=O)c1ccccc1NC(=O)CSc1n[nH]c(C)n1
    15%, x, 2&-11, -100*
> COc1ccc(/C=C2\SC(N3CCc4ccccc4C3)=NC2=O)cc1
    2%, x, x, u
> COC(=O)C1=C(C)OC(N)=C(C#N)C1c1ccsc1 (stereo not given)
    3%, x, 4, 351
> O=C(Nc1cccc(O)c1)c1cc(S(=O)(=O)N2CCCC2)ccc1Cl
    1%, 7%, -5, -6
> O=C(CNC(=O)OCc1ccccc1)Oc1cc2oc(=O)cc(-c3ccccc3)c2cc1Cl
    1%, 3%, -12, -21
> O=C(Cc1cccs1)NCc1cn2ccccc2n1
    -1%, 4%, -4, 18
> CC(=O)c1cc(CN2C(=O)CCC2=O)cs1
    3%, -5%, 1, u
> COc1cc(OC)cc(-n2nnnc2SCC(=O)N2CCCc3ccccc32)c1
    -5%, -3%, 10, u
> O=c1c(-c2ccccc2)[n+]([O-])c2ccccc2n1O
    -17%, -9%, -2, 28
> COC(=O)CSc1nc(N)c2c3c(sc2n1)CCCC3
    -5%, -7%, 1, u
> C/C(=N\NC(=O)c1ccc(NS(=O)(=O)c2cccs2)cc1)c1ccccc1
    -4%, x, x, 3
> Cc1cc(=O)n2[nH]cnc2n1
    0%, x, -7, -19
> OC(CN(c1ccccc1)c1ccccc1)Cn1cnc2ccccc21 (stereo not given)
    2%, 49%[activator], 2, -13
> Cc1cccc(OCC2=NS(=O)(=O)c3ccccc3N2)c1
    -4%, -10%, 3, u
> COCCn1c(=O)c(-c2ccc(Cl)cc2)nc2cnc(OC)nc21
    -4%, -3%, x, x
> CC(C)c1nnc(NC(=O)CC(=O)Nc2ccccc2C(=O)O)s1
    -2%, 7%, -8, -10
> CCOC(=O)c1c(C)[nH]c(C(=O)NNC(=O)c2ccccc2)c1C
    2%, -2%, -8, -15
> Cn1cc(Br)c(C(=O)Nc2sc3c(c2C(N)=O)CCC3)n1
    -9%, -2%, 12, 4
> Cc1cccc(N2CCN(C(=O)c3ccc(CS(=O)(=O)c4ccccc4C)o3)CC2C)c1 (stereo not given)
    -6%, 4%, 4, u
> CC1(C)CC(=O)C(C=Nc2ccccc2Sc2ccccc2)=C(O)C1
    -1%, -4%, 5, u
> O=C(Nc1ccc2c(c1)OCO2)N1CCN(c2ccccc2Cl)CC1
    -4%, -7%, 11, 15
> Cn1cccc1Cc1nnc(SCC(=O)NC2CCCCC2)n1-c1ccc(F)cc1
    -3%, -5%, -1, -14

(listing goes on)
Every second line gives: 12-hLO inh, 15-hLO-2 inh, IMPase cell inh, PNC inhibitor
> CC1CCCN(C(=O)CN2C(=O)c3ccccc3C2=O)C1 (stereo not given)
    -4%, -8%, 7, -10
> CC12CCCCC1N(O)C(=O)C(=O)N2O (stereo not given)
    -6%, x, x, 21
> CCC(=O)N1CCc2cc(S(=O)(=O)NCCCN3CCN(Cc4ccccc4)CC3)ccc21
    0%, 17%, u, 32
> Cc1cc(NC(=O)CCC(=O)N(c2ccc(F)cc2)C(C(=O)NC2CCCC2)c2ccncc2)no1 (stereo not given)
    -1%, -6%, -1, u
> O=c1c2ccccc2nc2n1CCCCN2
    -4%, 2%, 2, -13
> CCOC(=O)CSc1nnc(CSc2nc(N)c3c(C)c(C)sc3n2)n1-c1ccccc1
    -7%, x, -6, -25
> Cc1nn(-c2ccccc2)c(Cl)c1/C=N/NC(=O)c1ccccc1NS(=O)(=O)c1cccs1
    -1%, x, x, 5
> Cc1c(-c2cccc(NC(=O)c3cccs3)c2)nc2ncccn12
    -4%, x, -20, -7
> CCOc1ccccc1N/C(=N/c1nc(C)cc(C)n1)NC(=O)Nc1ccc(Cl)c(Cl)c1
    0%, x, x, 3
> COCCNC(=O)c1cc2ncc(Br)cn2n1
    -4%, -4%, -1, u
> CCCOCC1CC2(SC(=Nc3ccc(C)cc3)NC2=O)C(=O)O1 (stereo not given)
    3%, -4%, 6, u
> N#CC1=C(SCc2ccccc2)NC(=O)CC1c1ccc(O)cc1 (stereo not given)
    -11%, -5%, 15, 50
> CC(C)OC(=O)CC(NC(=O)OC(C)(C)C)c1ccccc1 (stereo not given)
    1%, x, x, u
> CS(=O)(=O)N(CC(=O)N/N=C/c1cc([N+](=O)[O-])ccc1Cl)c1ccccc1
    -3%, -4%, -2, 26
> CN(C)C(=O)C(=O)c1c(-c2ccccc2)cc2ccccn12
    0%, -18%, 3, -4
> COCCNC(=O)CN(Cc1ccc(Cl)cc1)S(C)(=O)=O
    -11%, -4%, 3, -29
> CCc1ccc(NS(=O)(=O)c2ccc3[nH]cc(C(=O)N(C)Cc4ccco4)c(=O)c3c2)cc1
    u, -1%, -3, -114*
> C=CCc1c(C)nc(SC)nc1Nc1ccc(C)cc1
    -7%, 6%, 7, -16
> COc1ccc(NC(=S)N(CCc2c(C)[nH]c3ccc(C)cc23)Cc2cccs2)cc1
    u, x, x, 30
> CCc1ccc(NC(=O)C2CC(=O)Nc3ncnn32)cc1 (stereo not given)
    -1%, x, x, 20
> CCNC(=O)CSc1nnc(C2CC2)n1-c1ccccc1
    5%, -2%, 3, 15
> COC(=O)c1cc(Br)c(=O)n(-c2ccccn2)c1
    -5%, 7%, -22, -4
> CCOc1ccccc1C(=O)N(CCC(=O)OC)c1ccccn1
    1%, 2%, -3, u
> C=CCNC(=O)C1CCCN(S(C)(=O)=O)C1 (stereo not given)
    0%, -20%, 5, 66
> COc1ccc(Cl)cc1NC(=O)c1cc(-c2ccccc2O)n[nH]1
    3%, x, x, 33
> CCS(=O)(=O)N1CCN(C2Cc3ccccc3C2)CC1
    -7%, -9%, -2, 34
> O=C(COC(=O)/C=C/c1ccco1)Nc1ncc(Cl)cc1Cl
    0%, x, x, -27
> CC(C)Cn1c(N)c(C(=O)COC(=O)c2cc(C(F)(F)F)nc3ccccc23)c(=O)n(C)c1=O
    1%&2%, 11%, x, -13
> CC(=O)NCC(=O)NC(Cc1ccccc1)C(N)=O (stereo not given)
    -1%, x, -3, 19
> O=S(=O)(c1cccc(S(=O)(=O)N2CCC(n3nnc4ccccc43)CC2)c1)N1CCCCC1
    -1%, -2%, 8, 31
> COc1ccccc1C(=O)Nc1ccc2c(c1)nc(CCNC(C)=O)n2C
    2%, 5%, -8, -5
> CCNS(=O)(=O)c1ccc(NC(=O)c2cccnc2)cc1
    -7%, 2%, -3, 44
> CC=O
    -2%, 4%, x, x
> CC(=O)OC1c2ccccc2C(=O)N1Cc1ccccc1Cl (stereo not given)
    9%, 2%, 15, -15
> CCOCC(=O)Nc1cccc(Br)c1
    6%, 1%, 4, 25
> COCCCNC(=O)c1cc(C)nc2ccc(F)cc12
    -5%, 2%[2.29 µM], 0, 7
> CN1C(=O)CC(N2CCN(CCN=CC3=C(O)CC(C)(C)CC3=O)CC2)C1=O (stereo not given)
    0%, 3%, -6, u
> COc1ccc(OC)c(S(=O)(=O)N2CCN(c3c(C)cccc3C)CC2)c1
    -11%, -11%, 4, 0

One compound at a time (already shown). Order of values: 12-hLO inh, 15-hLO-2 inh, IMPase cell inh, PNC inhibitor
`COc1ccccc1C(=O)Nc1ccc2c(c1)nc(CCNC(C)=O)n2C` is listed with 2%, 5%, -8, -5
`CC(=O)OC1c2ccccc2C(=O)N1Cc1ccccc1Cl` (stereo not given) is listed with 9%, 2%, 15, -15

In the list so far, these have an NH in an aromatic ring:
Every second line gives: 12-hLO inh, 15-hLO-2 inh, IMPase cell inh, PNC inhibitor
> CCOc1ccccc1CNS(=O)(=O)c1ccc2[nH]c(=O)sc2c1
    2%, -6%, 6, -107*
> Cn1c(=O)[nH]c(=O)c2c1nc(N1CCCCCC1)n2CCN1CCCCCC1
    3%, x, 2, 188
> O=C(Nc1ccccc1F)N(CCCN1CCOCC1)Cc1cc2cc3c(cc2[nH]c1=O)OCCO3
    -3%, 18%, 3, 16
> COC(=O)c1[nH]c2cccc(Cl)c2c1NC(=O)CN1CCCCC1C (stereo not given)
    -11%, 6%, 5, -6
> Cc1ccc(S(=O)(=O)N2CCCCC2)cc1C(=O)Nc1ccc2cn[nH]c2c1
    -8%, 6%, -2, 0
> COC(=O)c1ccccc1NC(=O)CSc1n[nH]c(C)n1
    15%, x, 2&-11, -100*
> Cc1cc(=O)n2[nH]cnc2n1
    0%, x, -7, -19
> CCOC(=O)c1c(C)[nH]c(C(=O)NNC(=O)c2ccccc2)c1C
    2%, -2%, -8, -15
> CCc1ccc(NS(=O)(=O)c2ccc3[nH]cc(C(=O)N(C)Cc4ccco4)c(=O)c3c2)cc1
    u, -1%, -3, -114*
> COc1ccc(NC(=S)N(CCc2c(C)[nH]c3ccc(C)cc23)Cc2cccs2)cc1
    u, x, x, 30
> COc1ccc(Cl)cc1NC(=O)c1cc(-c2ccccc2O)n[nH]1
    3%, x, x, 33
